GSTO1 counter = blocks human GSTO1 in RBBP9 counter-screen; recombinant GSTO1, activity-based probe fluorescence polarization; inhibition, % at 5.96 µM; actives 1.1% (n = 300,000); AID 1974;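 active means inhibition above the campaign mean inhibition plus 3 SD, cut at about 35% in these data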;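 further: 0% = GSTO1-1 with DMSO and 100% = wells lacking GSTO1-1 enzyme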
PAD4 inh = PAD4 (human) enzyme inhibition; recombinant PAD4, RCA probe fluorescence polarization; inhibition, % at 6.36 µM; actives 0.41% (n = 330,000); AID 485272;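 active means percent inhibition above a cutoff equal to the mean of all tested compounds plus 3 SD, cut at about 15% in these data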;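 further: 0% = PAD4 with RCA probe and DMSO and 100% = probe without PAD4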
Target sequence (Q9UM07 whole entry, looked up): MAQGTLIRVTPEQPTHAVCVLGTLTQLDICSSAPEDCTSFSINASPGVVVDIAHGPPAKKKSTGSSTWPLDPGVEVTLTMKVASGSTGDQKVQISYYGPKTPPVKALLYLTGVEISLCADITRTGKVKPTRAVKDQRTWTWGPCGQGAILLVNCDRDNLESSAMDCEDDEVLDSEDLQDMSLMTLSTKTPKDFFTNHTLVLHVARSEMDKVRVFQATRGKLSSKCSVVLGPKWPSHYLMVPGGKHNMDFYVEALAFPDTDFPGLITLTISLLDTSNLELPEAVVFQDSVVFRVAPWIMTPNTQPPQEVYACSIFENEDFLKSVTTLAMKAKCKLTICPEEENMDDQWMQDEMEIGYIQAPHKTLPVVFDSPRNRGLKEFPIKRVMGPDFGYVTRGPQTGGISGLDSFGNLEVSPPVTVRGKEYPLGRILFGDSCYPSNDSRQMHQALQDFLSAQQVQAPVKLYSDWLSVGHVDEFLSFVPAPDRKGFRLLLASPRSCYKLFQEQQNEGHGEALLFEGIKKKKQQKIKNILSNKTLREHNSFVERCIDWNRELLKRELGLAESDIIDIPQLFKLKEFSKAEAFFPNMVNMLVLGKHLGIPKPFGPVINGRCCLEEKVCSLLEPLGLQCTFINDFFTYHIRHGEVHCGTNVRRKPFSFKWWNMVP
PREPL inh = human PREPL enzyme inhibition; recombinant PREPL, fluorescence polarization activity-based probe; Q4J6C6; inhibition, % at 5.96 µM; AID 2751; actives 0.68% (n = 320,000); in the data active means inhibition above about 43%;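 further: 0% = enzyme with DMSO and 100% = wells lacking enzyme; many of its hits are not listed in these tables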
PAFAH1B2 inh = PAFAH1B2 (human) inhibition; recombinant PAFAH1B2, FP-rhodamine activity probe, fluorescence polarization; inhibition, % at 3.39 µM; actives 1.2% (n = 340,000); AID 492953;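 active means inhibition above the mean of all tested compounds plus 3 SD, cut at about 24% in these data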;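 further: 0% = enzyme with DMSO and 100% = wells lacking PAFAH1B2; many of its hits are not listed in these tables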
Target sequence (P68402 whole entry, looked up): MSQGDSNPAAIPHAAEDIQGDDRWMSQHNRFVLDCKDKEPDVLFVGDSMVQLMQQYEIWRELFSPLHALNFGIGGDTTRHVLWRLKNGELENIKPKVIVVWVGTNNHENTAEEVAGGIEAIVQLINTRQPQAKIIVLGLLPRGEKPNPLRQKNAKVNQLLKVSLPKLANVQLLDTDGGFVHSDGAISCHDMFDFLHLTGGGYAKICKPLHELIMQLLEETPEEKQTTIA
pPAFAH inh = inhibitors of human plasma PAF acetylhydrolase (pPAFAH). Q13093. recombinant pPAFAH, FP-rhodamine probe fluorescence polarization. inhibition, % at 3.39 µM. actives 1.5% (n = 330,000). AID 463082;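 active means inhibition above the mean inhibition across the screen plus 3 SD, cut at about 25% in these data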;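 further: inhibitors block binding of the rhodamine activity-based probe so polarization drops; 0% = enzyme with DMSO and 100% = wells lacking pPAFAH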
LYPLA1 counter = counter-screen for PME1 inhibitors: inhibitors of human LYPLA1; actives 0.16% (n = 320,000); O75608; inhibition, % at 5.9 µM; recombinant LYPLA1, FP-Rh probe fluorescence polarization; AID 2174;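 active means inhibition above the mean of all tested compounds plus 3 SD, set per campaign, cut at about 14% in these data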;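 further: inhibitors block serine hydrolase probe labeling of LYPLA1 so polarization falls; 0% = enzyme with DMSO and 100% = wells lacking LYPLA1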
LYPLA2 counter = counter-screen for PME1 inhibitors: inhibitors of human LYPLA2. O95372. recombinant LYPLA2, FP-Rh probe fluorescence polarization. inhibition, % at 5.9 µM. actives 0.38% (n = 320,000). AID 2177;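 active means inhibition above the screen-wide mean plus 3 SD, limit set per campaign, cut at about 26% in these data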;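 further: 0% = LYPLA2 with DMSO and 100% = wells lacking LYPLA2 enzyme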
PAFAH1B3 inh = inhibitors of human PAFAH1B3; recombinant PAFAH1B3, FP-rhodamine probe, fluorescence polarization; inhibition, % at 3.39 µM; AID 492972; actives 0.28% (n = 340,000);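 active means inhibition above the screen-wide average of all tested compounds plus 3 SD, cut at about 25% in these data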;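 further: 0% = enzyme with DMSO only and 100% = wells lacking PAFAH1B3 protein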
PAFAH2 FP inh = inhibitors of human PAFAH2. actives 0.99% (n = 340,000). AID 492956. inhibition, % at 3.39 µM. recombinant PAFAH2, FP-rhodamine activity probe, fluorescence polarization. Q99487;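 active means inhibition above the mean over all tested compounds plus 3 SD, cut at about 30% in these data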;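 further: inhibitors block probe labeling of enzyme so polarization drops; 0% = enzyme with DMSO and 100% = wells lacking PAFAH2 protein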
Active calls of the source: *; / = no result given. An excerpt; count on the stated rates, not on these rows.

SMILES | GSTO1 counter | PAD4 inh | PREPL inh | PAFAH1B2 inh | pPAFAH inh | LYPLA1 counter | LYPLA2 counter | PAFAH1B3 inh | PAFAH2 FP inh
COc1ccc(NC(=O)CCNC(C)=O)cc1NS(=O)(=O)c1ccc(F)cc1 | 3 | -5 | 0 | 4 | 13 | 1 | 8 | 2 | -3
C[C@H]1COC(=O)[C@H](CC(=O)OC(C)(C)C)C/C=C\C[C@@H](CC(=O)N[C@@H](CO)Cc2ccccc2)C(=O)N1 | / | 2 | 24 | -1 | 4 | / | / | -5 | 6
O=C(CN(C(=O)CSc1nc2ccccc2o1)c1cccc(F)c1)NC1CCCCC1 | -7 | -1 | 8 | 0 | 0 | -1 | -4 | -2 | 6
COc1c(Cl)cc(Cl)cc1/C=N/n1cnnc1 | -8 | -1 | -5 | 0 | 4 | 0 | 0 | 0 | -3
Cn1cc(C(=O)N2CCN(C(=O)c3ccco3)CC2)c2c3ccccc3n(C)c2c1=O | -6 | -1 | 2 | 5 | -5 | -4 | -4 | 0 | -1
COc1ccc(C2CC(c3ccccc3)=NN2C(=O)CCC(=O)O)cc1 (stereo unspecified) | 4 | -3 | 12 | 1 | 1 | -2 | 4 | -2 | -6
CCc1ccc(-c2cc(C)no2)cc1S(=O)(=O)N1CCN(c2ccccc2F)CC1 | -1 | -1 | -3 | 0 | 6 | -3 | -2 | 9 | 5
COc1ccccc1CNC(=O)COC(=O)c1ncc(Cl)c(Cl)c1Cl | -7 | 1 | -5 | 1 | 24 | 0 | 7 | 12 | 6
COCc1cc(=O)n2[nH]c(-c3ccsc3-n3c(C)ccc3C)cc2n1 | 28 | -3 | 11 | 8 | 46* | -5 | -4 | 16 | 54*
CCCCOc1ccc(/C=C2/Sc3ccccc3C2=O)cc1 | -16 | -10 | 4 | -2 | -3 | 1 | 1 | -1 | -8
O=S(=O)(NCc1ccccc1)c1ccc(Cl)cc1 | 5 | -1 | -15 | 21 | 5 | -4 | -3 | 6 | 2
C1=CC2CC1CC2CN1CCN(c2ccccc2)CC1 (stereo unspecified) | 5 | 2 | 14 | 2 | 3 | 2 | -2 | 2 | -5
Cc1cc(C(=O)CSc2nncn2C)c(C)n1-c1ccccc1 | 4 | -1 | 3 | 4 | -1 | 1 | 0 | 2 | 0
Fc1ccc(Oc2ccc3nnc(C(F)(F)F)n3n2)cc1 | -3 | -4 | -4 | 0 | 2 | -3 | -7 | 3 | 3
Cc1c(C(=O)NCc2ccc3c(c2)OCO3)oc2ccc(S(=O)(=O)N3CCCCC3)cc12 | -1 | 2 | 2 | 2 | 2 | -4 | -8 | -2 | -2
CCCN(C(=O)CSCc1c(C)noc1C)c1c(N)n(Cc2ccccc2)c(=O)[nH]c1=O | -9 | 2 | 0 | 1 | 6 | 4 | 6 | 9 | 1
Cc1ccnc(NC(=O)c2ccc(S(=O)(=O)N3CCC(C)CC3)cc2)c1 | 0 | 0 | 13 | 19 | -2 | 0 | 9 | -5 | 2
CCOc1ccc(C(=O)NCC(=O)N2CCC(C)CC2)cc1OCC | 5 | -9 | 4 | -2 | 1 | 0 | -2 | 4 | 2
Cc1ccc(S(=O)(=O)N(CC(=O)N/N=C/c2cccc(Cl)c2)c2cccc3cccnc23)cc1 | -6 | -3 | -3 | -1 | 0 | 3 | 4 | -5 | -8
Cc1ccccc1Cn1ccc(NC(=O)c2nn3cccnc3c2Cl)n1 | -14 | -8 | -8 | 6 | -2 | -2 | 2 | -3 | 5
O=C(Nc1ccc2c(c1)OCO2)c1c(F)c(F)c(F)c(F)c1F | -1 | -2 | -2 | 1 | 0 | -3 | 11 | -7 | -7
COCCn1c(SCC(=O)c2ccc(Cl)cc2)nnc1C(C)C | 11 | 4 | 17 | 2 | 2 | 0 | 4 | 1 | 2
CC(C)Oc1ccc(N2CC(C(=O)NC3=NCCS3)CC2=O)cc1 (stereo unspecified) | 3 | -5 | -3 | 3 | 3 | 5 | 3 | 5 | -2
c1ccc2c(c1)oc1c(N3CCOCC3)ncnc12 | -13 | -3 | 6 | -3 | -2 | -4 | -8 | 8 | 4
O=C(/C=C/c1ccc(Cl)c([N+](=O)[O-])c1)Nc1cccnc1 | -6 | -5 | 11 | 3 | 2 | -2 | 0 | 2 | 6
Further entries follow:
SMILES | GSTO1 counter | PAD4 inh | PREPL inh | PAFAH1B2 inh | pPAFAH inh | LYPLA1 counter | LYPLA2 counter | PAFAH1B3 inh | PAFAH2 FP inh
COc1ccc(-c2nc(CC(=O)O)cs2)cc1 | 11 | 2 | 4 | 3 | 0 | 2 | 2 | 4 | 1
O=C(Nc1cc(Cl)ccc1Oc1ccccc1)c1cnccn1 | -1 | -1 | -9 | 3 | 6 | 3 | 1 | 1 | -1
CC(C)NC(=O)N1CC(c2ccccc2)C(c2ccc(Cl)cc2)=N1 (stereo unspecified) | -8 | -2 | 13 | 2 | 8 | -2 | 1 | -2 | 1
O=C(CCNC(=O)N1CCn2c1nc1ccccc12)NCc1ccccc1 | 2 | -4 | 0 | 0 | 8 | -1 | -1 | -4 | -3
CCCCOc1ccc(Cc2c(O)nc(SC)[nH]c2=O)cc1 | 10 | 1 | 9 | 1 | 1 | 1 | 0 | 8 | 8
C(=N\c1nc2ccccc2n1CCN1CCCCC1)/c1ccc2c(c1)OCO2 | -2 | 2 | 1 | -1 | 2 | 4 | 2 | 7 | -4
CCS(=O)(=O)N1CCC(C(=O)NCCc2ccc(OC)c(OC)c2)CC1 | 4 | 1 | -4 | 2 | -6 | -1 | -3 | 6 | -6
Cn1c(SCC(=O)c2ccc(O)c(O)c2)nnc1-c1cccs1 | 22 | -4 | -4 | 3 | 12 | -1 | 0 | 1 | 16
COC(=O)c1cccc(C(=O)N2CCCC(C(=O)c3cc(F)ccc3F)C2)c1 (stereo unspecified) | -2 | 2 | 14 | 3 | -1 | 1 | 2 | 7 | 0
CN(C)CCCn1cnc2c(c1=N)C(c1ccccc1)c1ccc3ccccc3c1O2 (stereo unspecified) | -6 | -6 | 4 | 3 | 3 | -6 | 0 | 13 | -5
O/N=C\c1cnc(N2CCN(c3ccccc3)CC2)s1 | 2 | -5 | 15 | 10 | 5 | 0 | 3 | 10 | 1
CCOC(=O)C1=C(C)NC(=O)NC1c1ccc(OC(=O)c2ccco2)c(OC)c1 (stereo unspecified) | -19 | 2 | 67* | -2 | 5 | -2 | 0 | -1 | -5
CC(=O)NS(=O)(=O)c1ccc(NC(=O)CCC(=O)Oc2ccc(C)cc2)cc1 | 4 | -2 | 8 | -1 | 5 | -1 | 6 | 9 | -10
Cc1ccc(NC(=O)c2c([N+](=O)[O-])c(C(C)(C)C)nn2C)c(C)c1 | 2 | 2 | 6 | -2 | 16 | 2 | 9 | -4 | 1
CCOc1ccc(NC(=O)C2CCCN(c3c(CC)c(C)nc4ncnn34)C2)cc1 (stereo unspecified) | 3 | 5 | 9 | -8 | -4 | -5 | 2 | 6 | 11
O=C(NCc1cccnc1)C1CCN(S(=O)(=O)N2CCC3(CC2)OCCO3)CC1 | -1 | 2 | 6 | 0 | 0 | 1 | -1 | 0 | -4
O=C(CCN1CCCCC1)Nn1c(=S)[nH]c2ccccc2c1=O | 0 | -2 | 13 | 1 | -2 | 9 | 0 | 3 | -2
O=C(CSc1nnc(-c2ccc(F)cc2)o1)N1CCCC1 | 5 | -5 | 5 | -1 | -6 | 1 | -1 | -4 | -6
Cc1ccc(C(=O)OCC(=O)Nc2cccc(S(=O)(=O)N3CCCCC3)c2)o1 | / | 6 | 15 | 3 | 6 | -2 | 3 | 1 | 42*
O=C(Nc1nc2c(Br)cc(Br)cc2c(=O)s1)c1ccco1 | -1 | 3 | 0 | 0 | -1 | -1 | -2 | 8 | 8
COc1ccc(CCNC(=O)c2ccc(CS(=O)(=O)c3ccc(Cl)cc3)o2)cc1OC | 2 | 1 | 16 | 3 | -2 | -1 | 4 | -5 | -4
Cc1ccc(NC(=O)c2ccc(Cl)c(S(=O)(=O)N3CCCC3)c2)nc1 | -4 | -1 | -3 | -2 | -5 | -1 | -5 | 3 | 3
COc1cc(/C=N\NC(=O)c2ccc(C)nc2)ccc1OC(=O)c1cccc(F)c1 | 0 | -8 | 25 | -8 | -3 | -9 | -19 | -10 | -23
CCn1nc(CC(=O)Nc2nnc(CC(=O)N3CCCC3)s2)c2ccccc2c1=O | 1 | -3 | 5 | 3 | 7 | -2 | -3 | -2 | 2
COc1cccc(NC(=O)COc2cc(O)c3c(c2)OC(C)(C)CC3=O)c1 | -5 | 2 | -3 | 5 | 2 | -5 | 6 | 10 | -1

Full records from above:
`COC(=O)c1cccc(C(=O)N2CCCC(C(=O)c3cc(F)ccc3F)C2)c1` (stereo unspecified) is listed with GSTO1 counter = -2; PAD4 inh = 2; PREPL inh = 14; PAFAH1B2 inh = 3; pPAFAH inh = -1; LYPLA1 counter = 1; LYPLA2 counter = 2; PAFAH1B3 inh = 7; PAFAH2 FP inh = 0
`COc1ccc(-c2nc(CC(=O)O)cs2)cc1` is listed with GSTO1 counter = 11; PAD4 inh = 2; PREPL inh = 4; PAFAH1B2 inh = 3; pPAFAH inh = 0; LYPLA1 counter = 2; LYPLA2 counter = 2; PAFAH1B3 inh = 4; PAFAH2 FP inh = 1

Additional entries
SMILES | GSTO1 counter | PAD4 inh | PREPL inh | PAFAH1B2 inh | pPAFAH inh | LYPLA1 counter | LYPLA2 counter | PAFAH1B3 inh | PAFAH2 FP inh
O=C(OCc1cncs1)c1ccccc1Cl | 7 | 1 | -2 | 3 | 5 | -3 | 0 | 8 | 6
CCC/C(O)=C1\C(=O)CC(c2ccccc2)CC1=NC(C)C(=O)O (stereo unspecified) | -3 | 4 | -5 | 6 | 2 | -2 | 0 | 5 | 4
COc1ccc(N=C2SC(CC(=O)Nc3ccc(OC)cc3OC)C(=O)N2C)cc1 (stereo unspecified) | 3 | -3 | -1 | 5 | 5 | 4 | 8 | 15 | -8
CCCCNC(=O)CN(c1cccc(F)c1)S(C)(=O)=O | -7 | 0 | 0 | 0 | 1 | -4 | -2 | 6 | -5
Cc1ccc(NC(=O)C(C)OC(=O)c2n[nH]c3ccccc23)cc1 (stereo unspecified) | -2 | 0 | 13 | 1 | -2 | -2 | -7 | 1 | -5
COc1cc(NC(=O)CN2CCN(CC(=O)Nc3ccccc3OC)CC2)cc(OC)c1 | 0 | 0 | -6 | 3 | 6 | 2 | 5 | -2 | -1
CCOc1cccc(C(c2c(C)n(C)n(-c3ccccc3)c2=O)c2c(C)n(C)n(-c3ccccc3)c2=O)c1OC | -6 | -5 | -2 | 3 | 0 | -4 | -2 | 11 | -5
O=C(NC(=S)Nc1ccccn1)c1cncc(Br)c1 | 0 | -2 | 6 | 5 | -3 | 0 | 0 | 9 | -1
CCOC(=O)/C(C#N)=N/Nc1ccccc1C#N | -14 | -2 | -7 | 2 | 4 | -1 | -2 | 4 | -4
Cc1ccc(-c2nn(-c3ccccc3)cc2C2CC(c3cccs3)=NN2C(=O)CCC(=O)O)cc1 (stereo unspecified) | 0 | -10 | -9 | 1 | 8 | 0 | 3 | -1 | 2
O=C(Cn1c(C(F)(F)F)nc2ccccc21)N/N=C/c1ccco1 | -1 | -7 | 6 | -1 | 5 | -5 | -6 | 3 | -3
Cc1nn(-c2ccccc2)c(N2CCCC2)c1/C=N/NC(=O)c1ccccc1O | -4 | -1 | 13 | 3 | 10 | 0 | 5 | 15 | 29

Screens as filed in PubChem.
